Source: PubChem BioAssay
Autophagy mod – modulators of autophagy; MEF GFP-LC3 puncta imaging; test concentration mostly 10 µM; calls only at 10 µM (by protocol); 190,000 compounds, 0.98% hits; AID 463193;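 active = percentage of spot-positive cells more than 3 SD above its plate mean, without a fluorescence outlier flag or 80% toxicity; inconclusive = no clear call, values can overlap the other calls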;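 note: spot-positive cell cutoff set from DMSO-treated cells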
MT stabilize HCS – microtubule stabilizers in HeLa cells | % tubulin-high responders, % at 10 µM | HeLa tubulin immunostaining HCS, 24 h; share of cells brighter than vehicle mean+2SD | 200,000 compounds, 0.83% hits;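 active = plate Z-score above 3 for both tubulin-high and condensed-nucleus cell shares, with cell loss under 80%, at 10 µM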;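 note: anti alpha tubulin signal scored within the nucleus-defined area of each cell; some results filed as inactive read as strong as hits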
WT yeast gro inh – growth inhibition of WT yeast, mitochondrial fusion screen; 190,000 compounds, 2.1% hits; inhibition, % at 10 µM; mitochondrial fusion phenotypic screen, WT strain; AID 1362; in the data active = inhibition above about 58%; tested in S. cerevisiae
Dynein cargo inh – blocks dynein driven cargo transport along microtubules. AID 1381. 220,000 compounds, 0.47% hits. 3617.4 mouse cells, GR-EGFP nuclear translocation imaging; test concentration mostly 20 µM; stimulated with dexamethasone, 1 µM; hits give low values. z-score, hits read low;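 active = plate z-score of nuclear minus cytoplasmic receptor signal below a set negative limit, without overly bright fluorescence or cell loss, cut at about -3.5 in these data, passing the limit was not always enough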;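 note: z-score of nuclear minus cytoplasmic ring GR-EGFP intensity difference per well; some compounds called inactive have numbers as strong as hits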
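Also added: dexamethasone, 1.0 µM final. Medium: tet-free, stripped-serum medium. Detection: fixed, Hoechst-stained cells imaged at 10x for EGFP. Read-out: nuclear-to-cytoplasmic GR-EGFP distribution per well. Times: induction 48 h, compound 1 h, agonist 30 min.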
Yfh1-depleted yeast – mitochondrial function rescue without frataxin homolog – Friedreich's ataxia, plus single-dose screen, dose response (AID 1465). S. cerevisiae Yfh1-off respiration, WST-1 reduction, 72 h; higher fold induction means a stronger effect. fold induction at 50 µM, or EC50 in µM where a hit was titrated. 220,000 compounds, 0.074% hits;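 active = fold induction of absorbance versus untreated yeast above a set limit, then at least 30% activation at any dose in follow-up; inconclusive = repeats straddling the limit, or above it without dose testing; inactive = fold induction below the set limit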;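 note: activators that raise dye reduction in frataxin-depleted yeast; strong numbers were not always called active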
M1AAP inhibition – P. falciparum M1AAP inhibitors, biochemical, fluorogenic H-Leu-NHMec substrate, 1536-well (AID 1445) | recombinant M1AAP, H-Leu-NHMec fluorogenic kinetic assay; higher % means a stronger effect | 220,000 compounds, 0.42% hits | inhibition, % at 30 µM, or IC50 in µM where a hit was titrated;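 active = primary inhibition above the hit cutoff, then over 50% inhibition at one or more dose response concentrations, cut at about 23% in these data, passing the limit was not always enough; inconclusive = conflicting primary data, or primary hits not chosen for dose response; inactive = low primary inhibition, or under 50% at every dose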;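 note: plate controls were DMSO full reaction for no effect and no enzyme background for full effect; strong numbers were not always called active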
bCat nuc transl – alters nuclear translocation of beta-catenin in HeLa cells. immunofluorescence imaging. nuclear translocation activity, % at 5 µM. 190,000 compounds, 0.3% hits. AID 1665;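 active = nuclear translocation activity above 50% at 5 µM, with a well cell count of 50 or more; inconclusive = wells under 50 cells across six images, flagged as toxic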;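 note: per-cell ratio of nuclear to cytoplasmic median beta-catenin stain intensity; plate controls were DMSO negative control for no effect and GSK-3 inhibitor IX positive control for full effect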
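Assay system: human HeLa cells, native beta-catenin; doses: 5 µM primary, 0.02–20 µM confirmation; incubation: compound treatment 24 h, 37°C, 5% CO2; technique: fluorescence imaging of beta-catenin antibody stain plus DAPI; measure: % activation, nuclear-to-cytoplasmic median beta-catenin signal ratio per cell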
T cell modulator – T cell immune modulators affecting CD8 T cell-vesicle binding; 2C CD8+ T cell-vesicle binding, flow cytometry; hits give low values; calls only at 7 µM; 330,000 compounds, 0.068% hits; AID 2052;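 active = response, share of CD8 T cells binding vesicles, and their 90th percentile fluorescence all below set limits, cut at about 80% in these data, passing the limit was not always enough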
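Assay system – 2C mouse CD8+ T cells · Also added – QL9-loaded Drosophila micro-vesicles · Timing – Cell–vesicle co-incubation 1.5 h at 37 °C, staining 20 min on ice · Signal – flow cytometry of vesicle-bound cells · Measure – percent CD8+ FL2 mean versus row control · Controls – Peptide-free naked vesicles (low) and QL9 vesicles with 0.7% DMSO vehicle (high)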
M17LAP inhibition – P. falciparum M17LAP inhibitors, primary screen, biochemical, fluorogenic H-Leu-NHMec substrate, 1536-well (AID 1619); recombinant M17LAP, H-Leu-NHMec fluorogenic kinetic assay; higher % means a stronger effect; inhibition, % at 30 µM; hits with a dose series show IC50 in µM; 220,000 compounds, 0.38% hits;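 active = compound inhibiting the enzyme by more than half at any dose during confirmatory dose-response retesting; inconclusive = strong single-dose inhibitors picked by rank but not retested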;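 note: plate controls were full reaction with DMSO carrier for no effect and no enzyme background for full effect; strong numbers were not always called active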
WT yeast gro inh mutant strain – also measured in WT yeast gro inh; calls as there; inhibition, %; mitochondrial fusion phenotypic screen, mutant strain inhibition
Dynein cargo inh cytoplasmic EGFP – also measured in Dynein cargo inh; calls as there; z-score; measured here: cytoplasmic GR-EGFP intensity; hits give high values
Dynein cargo inh nuclear GR-EGFP – recorded beside Dynein cargo inh, whose call it bears; z-score; measured here: nuclear GR-EGFP intensity;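 lower value marks the stronger effect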
Dynein cargo inh cell count – also measured in Dynein cargo inh; calls as there; z-score; measured here: cell count per field
bCat nuc transl cell count 5 µM – further read-out of bCat nuc transl, marked with its call; cell count; measured here: cell count, cytotoxicity flag
T cell modulator vesicle-bound % – further read-out of T cell modulator, marked with its call; double positive events, %; measured here: CD8+ vesicle-bound cell fraction;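 binding gate set so that unloaded-vesicle control wells show 10% double positive cells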
MT stabilize HCS Hoechst-high % – recorded beside MT stabilize HCS, whose call it bears; % Hoechst-high responders; measured here: nuclear condensation Hoechst responders;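 share of cells brighter than vehicle mean plus two SD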
MT stabilize HCS cytotoxicity % – recorded beside MT stabilize HCS, whose call it bears; toxicity, %; measured here: cytotoxicity by cell density;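 0% = mean cell density of plate MIN control wells and 100% = no cells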
Autophagy mod cell loss 18 h – second read-out of Autophagy mod, no call of its own (marks repeat the call); toxicity, %; measured here: cell loss, nuclei count;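 cell loss after 18 h compound exposure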
An asterisk follows results filed as active; i = inactive; ? = inconclusive; . = no result given. Random draw from the library; overall some 4.4% were active at least once.

SMILES	Autophagy mod	Autophagy mod cell loss 18 h	MT stabilize HCS	MT stabilize HCS Hoechst-high %	MT stabilize HCS cytotoxicity %	WT yeast gro inh	WT yeast gro inh mutant strain	Dynein cargo inh	Dynein cargo inh cytoplasmic EGFP	Dynein cargo inh nuclear GR-EGFP	Dynein cargo inh cell count	Yfh1-depleted yeast	M1AAP inhibition	bCat nuc transl	bCat nuc transl cell count 5 µM	T cell modulator	T cell modulator vesicle-bound %	M17LAP inhibition
COC(=O)c1sc(NC(=O)c2c(F)cccc2F)c(C#N)c1C	i	-3	6.2	1.7	12	5	13	-0.38	-0.32	-0.056	0.66	i	13%	0.6	1073	i	51	0%
CS(=O)(=O)c1nc2ccccc2n1Cc1ccccc1	i	-26	2.9	2.6	10	94*	2.3*	0.48	-0.2	1.2	-0.44	i	-3%	2.2	1315	i	26	11%
CCCCn1nnc(NC(=O)Cc2ccc(Cl)cc2)n1	i	-11	2.2	1.4	5.9	-11	-9	-0.057	0.35	0.41	-0.97	i	13%	.	.	i	42	1%
CN(C)c1ccc(P(=O)(OCc2ccccc2)C(O)c2ccc(Br)cc2)cc1 (stereo unspecified)	.	.	.	.	.	.	.	1.8	-0.22	1.4	-1.3	i	-4%	0.6	1285	i	30	10%
CON(C)c1nc(OCCNC(=O)OCc2ccc(Cl)cc2C)nc(N(C)C)n1	i	10	2.5	1.9	4.5	7	0	2.3	-0.099	1.3	-2.3	i	0%	-3.0	577	i	12	11%
COc1ccc(N(CC(=O)NCc2cccs2)S(=O)(=O)c2cccnc2)cc1	i	14	2.7	3.0	7.0	-3	4	-0.84	-0.11	-0.46	0.16	i	9%	-0.4	1182	i	54	2%
Cc1[nH]c2ccccc2c1C(=O)CN1CCC(C(N)=O)(N2CCCCC2)CC1	i	20	4.5	2.0	3.3	19	-4	2	-0.29	0.44	0.22	i	4%	-5.7	871	i	32	-9%
CS(=O)(=O)NCc1nnc(SCC(=O)NC2CCCCC2)n1-c1ccc(F)cc1	i	-6	1.5	2.3	6.3	1	10	1.4	-0.3	0.57	-0.32	i	-1%	-1.4	1105	i	38	1%
O=C(N/N=C/c1ccc(N2CCCCC2)o1)C(O)(c1ccccc1)c1ccccc1	i	14	1.9	1.6	3.2	9	-2	-2.2	0.26	-1.8	0.57	i	10%	-0.9	520	i	56	-14%
N#CCCn1cc(/C=C2\NC(=S)N(c3ccccc3)C2=O)c(-c2ccc(-c3ccccc3)cc2)n1	i	17	1.7	2.0	7.8	18	12	-0.37	0.29	0.071	0.44	i	14%	0.7	1549	i	41	-1%
C=CCn1c(SCCOc2ccccc2)nnc1C(C)NC(=O)c1ccccc1 (stereo unspecified)	i	2	2.4	2.0	1.6	16	10	-0.49	-0.27	-0.27	1.1	i	4%	.	.	i	59	-6%
Cc1nc([N+](=O)[O-])cn1CC(O)c1ccc(Cl)cc1 (stereo unspecified)	.	.	.	.	.	.	.	-0.68	-0.18	-0.26	0.61	i	9%	-0.1	1321	i	59	7%
CCOC(=O)N1CCN(S(=O)(=O)c2cccc3nonc23)CC1	i	13	7.3	1.8	8.4	12	6	0.98	-0.1	1.3	-0.92	i	5%	-1.7	1072	i	48	-6%
COc1cc(/C=N/Nc2cccc(C)c2)ccc1OC(=O)c1ccco1	i	9	6.5	1.8	4.0	16	24	-1.6	-0.18	-0.59	1.5	i	-2%	1.8	1041	i	52	-5%
O=C(O)CCC(=O)Nc1nnc(C(F)(F)F)s1	i	4	3.0	2.0	6.7	-12	-4	-0.75	-0.47	-0.43	0.92	i	-4%	-0.8	1020	i	34	1%
O=C(CNS(=O)(=O)c1ccccc1)NCc1cccnc1	i	-3	4.6	2.0	4.7	-7	15	-1.2	-0.4	-0.66	1.4	i	0%	0.4	1052	i	58	-3%
C/C=C(\C)c1nnc(NC(=O)C(C)C)s1	i	-4	1.5	0.6	28	6	-19	-0.42	-0.3	-0.33	1.3	i	5%	-1.3	1122	i	24	1%
CC(=O)Nc1ccc(S(=O)(=O)N(c2cccnc2)S(=O)(=O)c2ccc(NC(C)=O)cc2)cc1	i	-5	2.3	1.5	4.0	-3	-9	0.26	-0.23	0.031	0.93	i	5%	2.4	867	i	33	-3%
O=C(COC(=O)C1CCN(S(=O)(=O)c2cccc3cccnc23)CC1)c1ccc([N+](=O)[O-])cc1	i	8	4.1	0.8	4.9	12	10	-0.47	-0.21	-0.54	0.73	i	9%	0.0	1062	i	30	0%
CCCCCC(=O)NN=C1CCN(Cc2ccccc2)CC1	i	-10	2.2	3.0	15	-2	5	0.007	-0.25	-0.19	-0.21	i	6%	1.8	507	i	40	-5%
Cc1cc(C(F)(F)F)c(C#N)c(N2CCOCC2)n1	i	-1	4.0	2.0	5.1	0	-5	0.24	-0.16	0.029	-0.66	i	-1%	-2.2	769	i	60	-5%
Cc1ccc(C(=O)N(CN2CCCC2=O)c2ccc(F)cc2)cc1C	i	-3	1.8	2.3	12	-4	9	-0.047	-0.14	0.39	0.35	i	17%	.	.	i	18	-1%
c1nc(NCCN2CCOCC2)c2c3c(sc2n1)CCCCC3	i	5	5.9	4.1	8.7	-4	-7	-0.27	-0.29	-0.36	-0.095	i	3%	0.0	1166	.	.	15%
N#CC1=C(N)Oc2n[nH]c(-c3ccc(F)cc3)c2C1c1ccncc1 (stereo unspecified)	i	-12	2.5	2.1	11	3	-13	-0.51	-0.23	-0.035	0.99	.	8%	-0.1	1009	i	19	94µM*
COc1ccc(NC(=O)C2CCN(c3nnnn3-c3ccccc3)CC2)cc1	i	-2	1.8	1.7	12	20	-6	-0.73	-0.056	-0.15	1	i	-1%	-0.1	1332	i	40	0%

(cont.)
SMILES	Autophagy mod	Autophagy mod cell loss 18 h	MT stabilize HCS	MT stabilize HCS Hoechst-high %	MT stabilize HCS cytotoxicity %	WT yeast gro inh	WT yeast gro inh mutant strain	Dynein cargo inh	Dynein cargo inh cytoplasmic EGFP	Dynein cargo inh nuclear GR-EGFP	Dynein cargo inh cell count	Yfh1-depleted yeast	M1AAP inhibition	bCat nuc transl	bCat nuc transl cell count 5 µM	T cell modulator	T cell modulator vesicle-bound %	M17LAP inhibition
Oc1ccccc1N=Nc1ccccc1O	i	16	12	22	17	10	5	1.9	0.067	0.92	-0.48	i	22µM*	3.0	731	.	.	17%
COc1ccc(NC(=S)N(CCc2c(C)[nH]c3ccc(C)cc23)Cc2ccco2)cc1	i	-7	3.4	3.9	3.4	69*	9.0*	-1.3	1.6	0.44	-0.13	.	-3%	-1.4	566	i	17	1%
Cc1cccc2c1nc(-c1ccccc1)n1cnnc21	i	1	3.8	1.1	2.7	12	-11	-0.094	-0.21	0.14	-0.17	i	-1%	.	.	i	14	-2%
O=C(COC(=O)c1cc(=O)c2ccccc2o1)NCC1CCCCC1	i	-5	3.0	1.9	7.1	5	0	0.57	-0.21	0.2	-1.1	i	1%	0.5	1042	i	40	-4%
CCC(=O)NC(O)C(=O)c1ccc(C)cc1 (stereo unspecified)	i	2	0.8	1.0	9.5	-4	5	-1.4	0.069	-0.47	0.72	i	2%	1.6	1186	i	28	3%
CCN1C=CC2=C(C#N)C(N)C(C#N)(C#N)C(c3ccccc3C(F)(F)F)C2C1 (stereo unspecified)	?	.	7.9	5.4	0.1	-5	1	0.83	19	4.7	-1.3	i	11%	0.0	1228	i	58	-12%
OC(CNCc1ccccc1C(F)(F)F)C(F)(F)F (stereo unspecified)	i	19	4.4	1.7	11	4	-2	2.7	-0.08	1.4	-1.2	i	12%	-4.3	1018	i	22	-6%
O=S(=O)(CC(CN1CCCC1)N1CCCC1)c1ccc2ccccc2c1 (stereo unspecified)	i	56	7.0	2.3	2.6	4	-12	-2.4	3.1	-0.46	-2.9	i	4%	-1.8	1155	i	17	2%
Nc1ccccc1-c1nnc(SCc2ccccc2Cl)[nH]c1=O	i	36	1.8	1.1	3.5	38	1	-0.00031	0.062	0.51	-1	i	12%	-5.3	1188	i	35	24%
CC(=O)Nc1cccc(-n2nnc(SCC(N)=O)n2)c1	.	.	.	.	.	.	.	-0.37	-0.23	0.23	0.71	i	8%	-0.3	1305	i	38	3%
O=C(CCC1CCCCC1)Nc1c2c(nn1-c1ccc(F)cc1)CS(=O)C2 (stereo unspecified)	i	19	2.0	3.0	14	-7	4	0.5	-0.24	0.73	0.018	i	7%	.	.	i	25	1%
O=C(c1ccccc1)c1cccn1CC(=O)N1CCN(c2ccccc2)CC1	i	19	2.6	1.8	4.5	-10	-5	-0.46	-0.2	-0.23	0.64	i	6%	-1.4	1338	i	19	16%
COc1cc(/C=C/C(=O)O)cc(S(=O)(=O)Nc2ccc(F)cc2)c1OC	i	-4	3.1	2.8	7.0	-19	-2	-0.5	-0.24	-0.43	0.3	i	5%	-4.1	590	i	38	-12%
